PLAP act: human PLAP activation; activation fold at 20 µM; 96,000 tested, 1.2% active; purified PLAP enzyme, luminescent substrate read-out; active compounds read high; in the data active means activation fold above about 2
Target sequence (P05187 whole entry, looked up): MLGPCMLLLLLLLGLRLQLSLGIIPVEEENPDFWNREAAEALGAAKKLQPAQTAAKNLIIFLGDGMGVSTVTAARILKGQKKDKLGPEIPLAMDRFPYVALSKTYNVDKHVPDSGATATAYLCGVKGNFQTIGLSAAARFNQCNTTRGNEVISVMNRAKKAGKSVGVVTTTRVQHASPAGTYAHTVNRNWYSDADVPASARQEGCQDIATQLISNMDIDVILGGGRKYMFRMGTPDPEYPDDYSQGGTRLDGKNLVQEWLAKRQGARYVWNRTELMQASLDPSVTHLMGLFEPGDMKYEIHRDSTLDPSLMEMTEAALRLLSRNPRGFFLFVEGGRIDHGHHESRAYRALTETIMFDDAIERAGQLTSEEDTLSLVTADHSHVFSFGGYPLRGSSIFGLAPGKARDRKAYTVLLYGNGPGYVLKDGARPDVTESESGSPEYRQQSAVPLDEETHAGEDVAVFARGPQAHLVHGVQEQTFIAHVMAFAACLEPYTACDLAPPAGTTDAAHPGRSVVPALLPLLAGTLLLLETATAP
PLK1 PBD inh: blocks phosphopeptide binding to human Plk1 polo box domain. P53350. Plk1 PBD phosphopeptide binding, fluorescence polarization. inhibition, %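 (tested at about 20 µM)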. 97,000 tested, 0.13% active; in the data active means inhibition above about 34%, passing the limit was not always enough
PLK1 inh: inhibitors of human PLK1 kinase; P53350; recombinant PLK1 kinase, TR-FRET peptide phosphorylation; inhibition, % at 10 µM; 97,000 tested, 0.53% active;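 active means inhibition of 50% or more in the single-concentration screen; inactive means inhibition below 50%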;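 further: 0% = DMSO max control and 100% = H-89 dihydrochloride min control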
CYP2C9 activ: activators of human CYP2C9; 96,000 tested, 1.4% active; recombinant CYP2C9, luciferin-H conversion, luminescence; active compounds read high; factor 1 = untreated enzyme, 0 = blocked; activation factor at 5 µM; P11712;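 active means activation factor of 2 or more for CYP2C9 at a 5 µM dose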;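 further: 0 = sulfaphenazole-blocked wells and 1 = vehicle-only wells; values of inactives mirror those of a sister screen read the other way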
CYP2C19 inh: inhibitors of human CYP2C19; 96,000 tested, 21% active; P33261; AID 778; CYP2C19 Supersomes, luciferin-H EGE luminescence, 30 min; inhibition, % at 5 µM;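 active means CYP2C19 inhibition above a set limit at 5 µM in the primary screen, cut at about 50% in these data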;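 further: plate controls were negative control wells for no effect and 2.5 mM tranylcypromine positive control for full effect; values of inactives mirror those of a sister screen read the other way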
CYP2C9 inhib: human CYP2C9 inhibition; inhibition, % at 5 µM; CYP2C9 Supersomes, luciferin-H conversion, luminescence; 96,000 tested, 20% active;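 active means blocking of liver enzyme CYP2C9 beyond about 50% at 5 µM, limit read from the data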; further: values of inactives mirror those of a sister screen read the other way
HIV Rev-RRE inh: disrupts HIV-1 Rev binding to RRE RNA; P05866; Rev peptide-RRE RNA binding, FRET; AID 704; inhibition, % at 8 µM; 97,000 tested, 0.79% active;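 active means inhibition above the screen-wide mean plus 3 SD, cut at about 35% in these data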;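 further: 0% = median DMSO wells and 100% = median Neomycin B control wells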
Target sequence (P05866 whole entry, looked up): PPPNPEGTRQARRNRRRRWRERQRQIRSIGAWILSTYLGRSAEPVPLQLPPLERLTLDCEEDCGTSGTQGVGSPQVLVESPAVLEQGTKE
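Material: labelled RRE RNA duplex and labelled Rev peptide / Buffer or medium: HEPES pH 7.5 salt buffer with EDTA / Compound dosing: single point, 8 µM final nominal compound concentration / Benchmarks: DMSO low control, neomycin B high control / Timing: 5 min preincubation and 15 min binding, 25 °C / Technique: FRET fluorescence readout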
EphB4 antag: blocks human EphB4 binding to ephrin-B2. P54760. EphB4 LBD / TNYL-RAW-Alexa532 peptide, fluorescence polarization. inhibition, % at 7 µM. 97,000 tested, 0.15% active;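 active means inhibition above the screen-wide mean inhibition plus 3 SD, cut at about 15% in these data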;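 further: 0% = DMSO wells and 100% = excess unlabeled TNYL-RAW peptide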
CYP2C19 activ: cytochrome P450 2C19 (human) activation | recombinant CYP2C19, luciferin-H EGE luminescence; active compounds read high; 0 = fully inhibited enzyme, 1 = untreated enzyme | activation factor at 5 µM | 96,000 tested, under 10 active;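 active means activation factor of at least 2 at 5 µM in the primary screen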;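 further: 0 = wells with 2.5 mM tranylcypromine and 1 = vehicle-only wells; values of inactives mirror those of a sister screen read the other way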
* hit, by the source's call.

Screening Cc1nc2ccc(NS(=O)(=O)c3ccc(C)c(C)c3)cc2s1 returned PLAP act 1.2, PLK1 PBD inh -20, PLK1 inh -7, CYP2C9 activ 0.2, CYP2C19 inh 33, CYP2C9 inhib 77*, HIV Rev-RRE inh 7, EphB4 antag 6 and CYP2C19 activ 0.7.
CCOc1cccc(-c2nnc3sc(COc4ccccc4)nn23)c1 was read as PLAP act 0.9, CYP2C9 activ 1, CYP2C19 inh -5, CYP2C9 inhib 5 and CYP2C19 activ 1.1.
`O=S1(=O)N=C(Nc2nncs2)c2ccccc21` gave PLAP act 1.4, PLK1 PBD inh 8, PLK1 inh -7, CYP2C9 activ 0.5, CYP2C19 inh -1, CYP2C9 inhib 46, HIV Rev-RRE inh 8, EphB4 antag 0 and CYP2C19 activ 1.
Screening COc1ccc(-c2noc(COc3ccccc3OC)n2)cc1OC returned PLAP act 1.4, CYP2C9 activ 1.7, CYP2C19 inh 78*, CYP2C9 inhib -73 and CYP2C19 activ 0.2.
Screening CCOC(=O)C1(CCSC)NC(c2ccco2)C2C(=O)N(CC)C(=O)C21 (stereo unspecified) returned PLAP act 1.1, PLK1 PBD inh -1, PLK1 inh -6, CYP2C9 activ 1.1, CYP2C19 inh 10, CYP2C9 inhib -8, HIV Rev-RRE inh 5, EphB4 antag 1 and CYP2C19 activ 0.9.
`CC(C)C(NC(=O)C12CC3CC(CC(C3)C1)C2)C(=O)O` (stereo unspecified) gave PLAP act 1, PLK1 PBD inh -21, PLK1 inh -7, CYP2C9 activ 0.9, CYP2C19 inh 0, CYP2C9 inhib 5, HIV Rev-RRE inh 2, EphB4 antag -8 and CYP2C19 activ 1.
`Cc1cc(C)cc(OCC(=O)NCCN2CCOCC2)c1` gave PLAP act 1.3, PLK1 PBD inh 21, PLK1 inh 7, CYP2C9 activ 1.1, CYP2C19 inh 13, CYP2C9 inhib -5, HIV Rev-RRE inh -3, EphB4 antag -6 and CYP2C19 activ 0.9.
`O=C(O)CCC(NC(=O)OCc1ccccc1)C(=O)O` (stereo unspecified) gave PLAP act 1, PLK1 PBD inh -6, PLK1 inh -4, CYP2C9 activ 0.9, CYP2C19 inh -6, CYP2C9 inhib 10, HIV Rev-RRE inh 6, EphB4 antag -2 and CYP2C19 activ 1.1.
For O=C(Nc1ccccc1)c1ccc(NCc2ccco2)c(S(=O)(=O)N2CCOCC2)c1 the results were PLAP act 1.5, PLK1 PBD inh 18, PLK1 inh -6, CYP2C9 activ 0.1, CYP2C19 inh 87*, CYP2C9 inhib 90*, HIV Rev-RRE inh 9, EphB4 antag 0 and CYP2C19 activ 0.1.
Screening CC1CSc2nc3sc4c(c3c(=O)n21)CCCC4 (stereo unspecified) returned PLAP act 1, PLK1 PBD inh -16, PLK1 inh -13, CYP2C9 activ 0.7, CYP2C19 inh 13, CYP2C9 inhib 26, HIV Rev-RRE inh -2, EphB4 antag 0 and CYP2C19 activ 0.9.

Reprinted from the entries so far (6 entries):
CCOc1cccc(-c2nnc3sc(COc4ccccc4)nn23)c1 was read as PLAP act 0.9, CYP2C9 activ 1, CYP2C19 inh -5, CYP2C9 inhib 5 and CYP2C19 activ 1.1.
`O=S1(=O)N=C(Nc2nncs2)c2ccccc21` gave PLAP act 1.4, PLK1 PBD inh 8, PLK1 inh -7, CYP2C9 activ 0.5, CYP2C19 inh -1, CYP2C9 inhib 46, HIV Rev-RRE inh 8, EphB4 antag 0 and CYP2C19 activ 1.
Screening COc1ccc(-c2noc(COc3ccccc3OC)n2)cc1OC returned PLAP act 1.4, CYP2C9 activ 1.7, CYP2C19 inh 78*, CYP2C9 inhib -73 and CYP2C19 activ 0.2.
Screening CCOC(=O)C1(CCSC)NC(c2ccco2)C2C(=O)N(CC)C(=O)C21 (stereo unspecified) returned PLAP act 1.1, PLK1 PBD inh -1, PLK1 inh -6, CYP2C9 activ 1.1, CYP2C19 inh 10, CYP2C9 inhib -8, HIV Rev-RRE inh 5, EphB4 antag 1 and CYP2C19 activ 0.9.
`CC(C)C(NC(=O)C12CC3CC(CC(C3)C1)C2)C(=O)O` (stereo unspecified) gave PLAP act 1, PLK1 PBD inh -21, PLK1 inh -7, CYP2C9 activ 0.9, CYP2C19 inh 0, CYP2C9 inhib 5, HIV Rev-RRE inh 2, EphB4 antag -8 and CYP2C19 activ 1.
`Cc1cc(C)cc(OCC(=O)NCCN2CCOCC2)c1` gave PLAP act 1.3, PLK1 PBD inh 21, PLK1 inh 7, CYP2C9 activ 1.1, CYP2C19 inh 13, CYP2C9 inhib -5, HIV Rev-RRE inh -3, EphB4 antag -6 and CYP2C19 activ 0.9.

The list goes on:
COc1ccc(/C(C)=N/NC(=O)c2nc(C)cc(C)n2)cc1 was read as PLAP act 2*, PLK1 PBD inh 1, PLK1 inh -2, CYP2C9 activ 2.3*, CYP2C19 inh -24, CYP2C9 inhib -135, HIV Rev-RRE inh 1, EphB4 antag 0 and CYP2C19 activ 1.2.
`CC(C)(C)Cc1nnc(NC(=O)c2cc(-c3ccccc3)nc3ccccc23)s1` gave PLAP act 1.9, PLK1 PBD inh 29, PLK1 inh -5, CYP2C9 activ 0.9, CYP2C19 inh 12, CYP2C9 inhib 11, HIV Rev-RRE inh 4, EphB4 antag 5 and CYP2C19 activ 0.9.
Screening CCOC(=O)c1cc(C#N)c(NCc2ccccc2)nc1C returned PLAP act 1.1, PLK1 PBD inh 0, PLK1 inh 10, CYP2C9 activ 0.7, CYP2C19 inh 6, CYP2C9 inhib 25, HIV Rev-RRE inh 3, EphB4 antag -2 and CYP2C19 activ 0.9.
CCN1CCN(/C=N/c2nc(C)cs2)CC1 was read as PLAP act 1, PLK1 PBD inh -27, PLK1 inh -8, CYP2C9 activ 1.1, CYP2C19 inh -2, CYP2C9 inhib -10, HIV Rev-RRE inh 2, EphB4 antag 3 and CYP2C19 activ 1.
Screening CCc1ccccc1Nc1nc(N)nc(COC(=O)c2cccn2C)n1 returned PLAP act 1.5, PLK1 PBD inh 15, PLK1 inh -6, CYP2C9 activ 1, CYP2C19 inh 50, CYP2C9 inhib -3, HIV Rev-RRE inh 8, EphB4 antag -9 and CYP2C19 activ 0.5.
COc1ccc(OC)c(C(=O)C2COC(=O)C2)c1 (stereo unspecified) was read as PLAP act 1.1, PLK1 PBD inh 6, PLK1 inh -3, CYP2C9 activ 1.3, CYP2C19 inh 2, CYP2C9 inhib -33, HIV Rev-RRE inh 4, EphB4 antag 5 and CYP2C19 activ 1.
Screening COc1ccc(NC(=O)CSC2=NC(=O)CC(C)=N2)cc1 returned PLAP act 1.1, PLK1 PBD inh 7, PLK1 inh 3, CYP2C9 activ 1, CYP2C19 inh 2, CYP2C9 inhib -1, HIV Rev-RRE inh 5, EphB4 antag 4 and CYP2C19 activ 1.
`COCCN1C(=O)c2ccccc2C(C(=O)Nc2ccc3c(c2)OCCO3)C1c1ccc(F)cc1` (stereo unspecified) gave PLAP act 1, PLK1 PBD inh 18, PLK1 inh -12, CYP2C9 activ 1, CYP2C19 inh -3, CYP2C9 inhib 2, HIV Rev-RRE inh 3, EphB4 antag -5 and CYP2C19 activ 1.
`CN1CC2(Cc3c1ccc1ccccc31)C(=O)OC(C)(C)OC2=O` gave PLAP act 1, PLK1 PBD inh -10, PLK1 inh -3, CYP2C9 activ 1.1, CYP2C19 inh -8, CYP2C9 inhib -12, HIV Rev-RRE inh 4, EphB4 antag 3 and CYP2C19 activ 1.1.
Screening Cc1ccc(C)c(NC(=S)NCCN2CCOCC2)c1 returned PLK1 PBD inh 0, PLK1 inh -10, HIV Rev-RRE inh 4 and EphB4 antag 8.
`Cc1cccc(NC(=O)Cn2nc(C(F)(F)F)cc2C2CC2)c1` gave PLAP act 0.9, PLK1 PBD inh -18, PLK1 inh -3, CYP2C9 activ 0.9, CYP2C19 inh 44, CYP2C9 inhib 5, HIV Rev-RRE inh 18, EphB4 antag 3 and CYP2C19 activ 0.6.
CCOc1ccc(C(O)c2nccn2Cc2ccccc2)cc1 (stereo unspecified) was read as PLAP act 0.9, PLK1 PBD inh -7, PLK1 inh -9, CYP2C9 activ 0.7, CYP2C19 inh 80*, CYP2C9 inhib 35, HIV Rev-RRE inh -3, EphB4 antag -7 and CYP2C19 activ 0.2.
`COC(=O)C(Cc1ccc(O)cc1)NC(=O)c1ccccc1OC` (stereo unspecified) gave PLAP act 1.4, CYP2C9 activ 2.3*, CYP2C19 inh 53*, CYP2C9 inhib -128 and CYP2C19 activ 0.5.
Screening CCOC(=O)C(=CNc1cccc(C)n1)C(=O)OCC returned PLAP act 0.9, PLK1 PBD inh -2, PLK1 inh 2, CYP2C9 activ 0.9, CYP2C19 inh 9, CYP2C9 inhib 5, HIV Rev-RRE inh -3, EphB4 antag -9 and CYP2C19 activ 0.9.
`COc1ccc(Cc2nnc(NC(=O)c3cccs3)s2)cc1` gave PLAP act 0.9, CYP2C9 activ 0.3, CYP2C19 inh 9, CYP2C9 inhib 69* and CYP2C19 activ 0.9.
Screening O=C(c1ccccc1NS(=O)(=O)c1ccc(F)cc1)N1CCCC1 returned PLAP act 1.1, PLK1 PBD inh -6, PLK1 inh -13, CYP2C9 activ 0.9, CYP2C19 inh 31, CYP2C9 inhib 11, HIV Rev-RRE inh 3, EphB4 antag 2 and CYP2C19 activ 0.7.
For Cc1ccc(CC(=O)Nc2nncs2)cc1 the results were PLK1 PBD inh -5, PLK1 inh 4, HIV Rev-RRE inh 1 and EphB4 antag -8.
`O=C(CCCc1c[nH]c2ccccc12)NCc1ccc2c(c1)OCO2` gave PLAP act 0.8, PLK1 PBD inh 31, PLK1 inh -1, CYP2C9 activ 0.5, CYP2C19 inh 83*, CYP2C9 inhib 51*, HIV Rev-RRE inh -4, EphB4 antag -5 and CYP2C19 activ 0.2.
Screening CC(C)C(=O)Nc1cccc(NC(=O)c2cccc([N+](=O)[O-])c2)c1 returned PLAP act 1.1, PLK1 PBD inh 16, PLK1 inh -10, CYP2C9 activ 0.7, CYP2C19 inh 23, CYP2C9 inhib 34, HIV Rev-RRE inh 0, EphB4 antag -12 and CYP2C19 activ 0.8.
Screening CCOCCn1c(N2CCN(c3ccc(OC)cc3)CC2)nc2c1c(=O)n(C)c(=O)n2C returned PLAP act 1.7, PLK1 PBD inh 14, PLK1 inh -11, CYP2C9 activ 0.7, CYP2C19 inh -3, CYP2C9 inhib 33, HIV Rev-RRE inh 3, EphB4 antag -2 and CYP2C19 activ 1.
Screening CCN1CCN(Cc2nc3c(c(=O)[nH]c(=O)n3C)n2Cc2ccccc2Cl)CC1 returned PLK1 PBD inh -4, PLK1 inh -13, HIV Rev-RRE inh 2 and EphB4 antag -6.
COc1ccc(N2CCN(C(=O)CSc3nnnn3-c3ccc4c(c3)OCCO4)CC2)cc1 was read as PLAP act 1.7, PLK1 PBD inh -9, PLK1 inh 3, CYP2C9 activ 0.8, CYP2C19 inh 30, CYP2C9 inhib 18, HIV Rev-RRE inh 2, EphB4 antag 4 and CYP2C19 activ 0.7.
For CC(Sc1nc(N2CCOCC2)nc(N2CCOCC2)n1)C(=O)Nc1ccccc1 (stereo unspecified) the results were PLAP act 1, CYP2C9 activ 0.2, CYP2C19 inh 32, CYP2C9 inhib 79* and CYP2C19 activ 0.7.
For Cc1ccccc1N(C)S(=O)(=O)c1ccc2[nH]cc(C(=O)NCC3CCCO3)c(=O)c2c1 (stereo unspecified) the results were PLAP act 1.5, CYP2C9 activ 0.1, CYP2C19 inh 53*, CYP2C9 inhib 91* and CYP2C19 activ 0.5.

Source: PubChem BioAssay (several laboratories)
